Source: PubChem BioAssay
OX1R antag-1 = antagonists of human orexin 1 receptor (OX1R); Orexin/Hypocretin receptor type 1 (Homo sapiens), O43613; OX1R-expressing cells, FRET antagonist read-out; inhibition, % at 6.6 µM; 1.8% of 330,000 active; AID 485270, 2010; in the data active = inhibition mostly above about 38%, no sharp cut-off; inactive = mostly below about 40%;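 also: 0% = agonist challenge alone and 100% = reference antagonist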
Target sequence (O43613 whole entry, looked up): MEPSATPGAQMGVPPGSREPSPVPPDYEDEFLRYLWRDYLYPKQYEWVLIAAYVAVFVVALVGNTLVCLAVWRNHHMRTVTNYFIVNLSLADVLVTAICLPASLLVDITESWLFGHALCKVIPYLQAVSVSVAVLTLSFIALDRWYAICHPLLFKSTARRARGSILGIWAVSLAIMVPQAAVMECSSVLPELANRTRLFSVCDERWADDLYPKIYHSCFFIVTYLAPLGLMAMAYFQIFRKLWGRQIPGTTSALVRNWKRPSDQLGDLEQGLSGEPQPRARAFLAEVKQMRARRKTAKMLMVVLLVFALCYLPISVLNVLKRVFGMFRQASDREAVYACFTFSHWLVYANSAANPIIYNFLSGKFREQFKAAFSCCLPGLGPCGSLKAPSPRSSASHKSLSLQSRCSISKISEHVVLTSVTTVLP
OX1R antag-2 = OX1R (HCRTR1) antagonists, primary screen, fluorescence, CHO/OX1R cells, Fluo-8 calcium, orexin A. inhibition, % at 5 µM. Orexin/Hypocretin receptor type 1 (Homo sapiens), O43613. Fluo-8 calcium fluorescence. AID 434989, 2010. 0.43% of 330,000 active;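 active = inhibition above its plate's threshold, mean inhibition of all tested compounds on the plate plus 3 SD, cut at about 37% in these data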;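 also: 0% = orexin A challenge wells and 100% = SB-334867-A antagonist wells; not every result past the cut was called active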
An asterisk follows results filed as active.

Sample of the layout (5 entries):
SMILES | OX1R antag-1 | OX1R antag-2
COc1ccc(N(CC(=O)Nc2cccc(N(C)S(C)(=O)=O)c2)S(=O)(=O)c2ccc(C)cc2)cc1 | 28 | 27
Cc1cc(NC(=O)CSc2[nH]c(=O)cc(C(F)(F)F)c2C#N)no1 | 2 | 15
COc1ccc(C(CNC(=O)c2ccc(Cl)c(NC(=O)c3cccs3)c2)N2CCCC2)cc1 (stereo unspecified) | 26 | -45
CCc1c(C)sc(NC(=O)/C=C/c2ccc3c(c2)OCO3)c1C(=O)OC | 46 | -3
O=C(O)CCCn1cc(NC(=O)COc2ccccc2)cn1 | 20 | -2

The listing, from the start:
SMILES | OX1R antag-1 | OX1R antag-2
COc1ccc(N(CC(=O)Nc2cccc(N(C)S(C)(=O)=O)c2)S(=O)(=O)c2ccc(C)cc2)cc1 | 28 | 27
Cc1cc(NC(=O)CSc2[nH]c(=O)cc(C(F)(F)F)c2C#N)no1 | 2 | 15
COc1ccc(C(CNC(=O)c2ccc(Cl)c(NC(=O)c3cccs3)c2)N2CCCC2)cc1 (stereo unspecified) | 26 | -45
CCc1c(C)sc(NC(=O)/C=C/c2ccc3c(c2)OCO3)c1C(=O)OC | 46 | -3
O=C(O)CCCn1cc(NC(=O)COc2ccccc2)cn1 | 20 | -2
CN(C)c1ccc(N/C(=N\S(=O)(=O)c2cccs2)c2ccccc2)cc1 | 3 | -8
COc1ccc(S(=O)(=O)Nc2ccccc2C(F)(F)F)cc1 | 9 | -30
CCOc1ccccc1OCCC(=O)Nc1ccc2c(c1)OCO2 | 5 | -2
Cc1ccccc1OCCCC(=O)Nc1ccc(N2CCOCC2)cc1 | -10 | -19
O=C1OC2(c3ccccc31)c1cc(I)c(O)c(I)c1Oc1c2cc(I)c(O)c1I | 91* | 106*
COc1ccc(Oc2cc(C(F)(F)F)nc(N(C)C)n2)cc1 | 36 | -8
COc1ccc2c(c1)CCC/C2=N\OC(=O)c1ccccc1F | 29 | -23
COc1ccc(CCNC(=O)c2nnn(-c3cccc(C)c3)c2N)cc1OC | 13 | -20
Cc1cc(C)c(C(=O)CSc2nc3ccccc3c(=O)[nH]2)cc1C | 34 | -19
CCN(CC)c1ccc(S(=O)(=O)N(CC)CC)cc1NC(=O)c1cccnc1 | 2 | -26
CC(C)N(C)Cc1cn(C)nc1-c1ccc(Oc2ccccc2)cc1 | 1 | -27
CCCNS(=O)(=O)c1ccc(OCC(=O)N2CCN(c3ccccc3)CC2)cc1 | 7 | -5
Cn1cc(CCC(=O)NCCCc2ccccc2)c2ccccc21 | 4 | -23
CC(C)(C)CN1C(=O)C(=O)NC[C@@H]1CCCCN | 13 | -10
Cc1ccc(CNC(=O)C2CNc3cc(C)ccc3O2)cc1 (stereo unspecified) | 3 | -31
COc1ccc(-c2csc(NC(=S)NC(=O)c3ccco3)n2)cc1 | 8 | -1
Cc1ccc(NC(=O)N2CCC(NC(=O)c3cccc(C)c3)CC2)cc1 | 14 | -9
Cc1cc(NCc2ccc3c(c2)OCO3)n2nc(C)nc2n1 | 12 | -5
COc1ccc(NC(=O)COc2ccc3oc(=O)cc(C)c3c2)cc1 | 6 | -4
CC(C)(C)[C@H]1CCC(=O)N([C@H](CSc2ccccc2)Cc2ccccc2)CC1 | 35 | 8
(further entries)
SMILES | OX1R antag-1 | OX1R antag-2
CCOc1ccc(N2C(=O)CC(NCCNc3ccc([N+](=O)[O-])cn3)C2=O)cc1 (stereo unspecified) | 26 | -39
COc1ccc(S(=O)(=O)N[C@H](C(=O)N2CC[C@@]3(O)CCCC[C@H]3C2)c2ccccc2)cc1 | 7 | -23
COc1cc2nc(CN3CCN(S(=O)(=O)c4ccc(Br)cc4)CC3)[nH]c(=O)c2cc1OC | 4 | -14
CS(=O)(=O)c1ccc(SCC(=O)NC2CCS(=O)(=O)C2)c([N+](=O)[O-])c1 (stereo unspecified) | 55 | -2
Cc1csc(SC(C)C(=O)NCC(=O)Nc2ccc(F)c(F)c2F)n1 (stereo unspecified) | 20 | -14
CCOC(=O)N1CCN(C(=O)CCNS(=O)(=O)c2ccccc2)CC1 | 25 | 4
O=C(CCNC(=O)OCc1ccccc1)NC1CCCCC1 | 7 | 3
CCCN1CCN(CCCNC(=S)Nc2ccc(F)cc2)CC1 | -8 | -18
CC(=O)NC1(C(F)(F)F)N=C2SCCN2C1=O (stereo unspecified) | 10 | -10
O=C(O)C1(c2ccccc2)CCN(S(=O)(=O)c2ccc(Cl)s2)CC1 | 21 | -12
CC(=O)NC(CCS(C)(=O)=O)C(=O)Nc1ccc2c(c1)OCO2 (stereo unspecified) | 4 | 3
CC(NC(=O)COC(=O)CCN1C(=O)C2CC=CCC2C1=O)c1ccc(Br)cc1 (stereo unspecified) | 4 | -21
COc1ccccc1CNC(=O)C1Cc2cc(S(=O)(=O)N3CCCCC3)ccc2N1C(C)=O (stereo unspecified) | 14 | -14
CCN(CC)c1ccc(NC(=O)c2cccc(OC)c2)c(C)c1 | 20 | -6
CS(=O)(=O)N1CCN(c2ccc([N+](=O)[O-])c(NCc3cccnc3)c2)CC1 | 26 | -35
O=C(O)C1CCCCC1C(=O)NCc1ccncc1 (stereo unspecified) | 3 | -10
O=C(c1c(F)cccc1F)N1CCN=C1SCc1ccccc1 | 6 | -14
Cc1nc2ncnn2c(C)c1CCC(=O)NC(C)c1ccc2c(c1)OCCO2 (stereo unspecified) | 4 | -17
Cc1ccc(S(=O)(=O)NC(=S)c2ccccc2)cc1 | 5 | 6
Cc1ccc(NC(=S)Nc2ccc(S(=O)(=O)Nc3ncccn3)cc2)c(C)c1 | 19 | -9
CCCCc1nc(NCc2ccccc2)c(C#N)c2c1CCCC2 | 3 | -12
COc1ccc(C(=O)NCC(=O)N2CCN(c3ncccn3)CC2)cc1OC | 0 | -6
Oc1ccc(-c2csc(NCc3ccco3)n2)cc1 | 21 | -19
CC1CC(C)CN(C(=O)c2ccc(C#N)cc2)C1 (stereo unspecified) | 16 | 4
COc1ccc(N2CC(C(=O)Nc3cccc(OC(C)C)c3)CC2=O)cc1 (stereo unspecified) | 8 | -11

As a short view, some entries already given:
SMILES | OX1R antag-1 | OX1R antag-2
Cc1ccc(NC(=S)Nc2ccc(S(=O)(=O)Nc3ncccn3)cc2)c(C)c1 | 19 | -9
CCCCc1nc(NCc2ccccc2)c(C#N)c2c1CCCC2 | 3 | -12
COc1ccc(C(=O)NCC(=O)N2CCN(c3ncccn3)CC2)cc1OC | 0 | -6
Oc1ccc(-c2csc(NCc3ccco3)n2)cc1 | 21 | -19
CC1CC(C)CN(C(=O)c2ccc(C#N)cc2)C1 (stereo unspecified) | 16 | 4
COc1ccc(N2CC(C(=O)Nc3cccc(OC(C)C)c3)CC2=O)cc1 (stereo unspecified) | 8 | -11

Going on with the list.
SMILES | OX1R antag-1 | OX1R antag-2
COc1ccc(-n2nc(C(=O)O)nc2-c2ccccc2)cc1 | 14 | -16
O=S(=O)(NCC1CC1)c1cc(Cl)cc(Cl)c1 | -8 | -15
C=CCNc1nc(NCCN2CCOCC2)nc(OC)n1 | 2 | 4
Cc1ccc(C2C3CSCC=C3C(C#N)=C(N)C2(C#N)C#N)cc1 (stereo unspecified) | 5 | -11
CC(=O)c1ccc(NC(=S)NCc2cccnc2)cc1 | 15 | -18
O=C(c1cccc(N2CCCC2=O)c1)N1CCN(c2cccc(Cl)c2)CC1 | 7 | -25
Cn1c(=O)[nH]c(=O)c2c1nc(CN1CCN(c3ccc(F)cc3)CC1)n2CCCc1ccccc1 | -4 | -31
COc1ccc(NC(=O)Cn2cnc3ccccc3c2=O)cc1OC | 12 | -7
Cc1ccc(CN2CCC(c3cc(-c4ccc(Cl)cc4)n[nH]3)CC2)cc1 | -2 | -25
NCCCCCC(=O)O | 15 | -13
CC1CCC(NC(=O)CCNS(=O)(=O)c2ccccc2)CC1 (stereo unspecified) | -4 | -16
Cc1ccc(-n2nnnc2SCCNS(=O)(=O)c2ccccc2)cc1C | 8 | -5
Cn1cc(S(=O)(=O)N2CCOCC2)cc1C(=O)Nc1ccc(Cl)cc1 | 9 | -7
Cc1ccc2c(c1Br)/C(=N/N1C(=O)c3ccccc3C1=O)C(=O)N2 | 42 | -13
O=C(CCSc1ccccc1)OCn1nnc2ccccc2c1=O | 12 | -4
CCn1cc(C(=O)N[C@H](C(=O)NCCN2CCOCC2)C(C)C)c(=O)c2cc3c(cc21)OCO3 | 4 | 4
Cc1ccccc1NC(=O)C(C)O/N=C/c1cccc([N+](=O)[O-])c1 (stereo unspecified) | 27 | -11
COC(=O)c1[nH]cnc1C(=O)c1ccccc1 | 10 | -2
CC(C)OC(=O)/C(C#N)=C/c1cn(C)c2ccccc12 | 6 | -25
Cc1nnsc1C(=O)N1CCCC(C(=O)c2ccc(C(F)(F)F)cc2)C1 (stereo unspecified) | 9 | -11
O=C(Cc1cccs1)Nc1ccc(F)c(S(=O)(=O)N2CCOCC2)c1 | -3 | -7
COc1ccc(N2C(=O)[C@@H]3Cc4ccccc4CN3C2=O)cc1 | 16 | 0
CC(C)(C)c1ccc(-n2ncc3c2CCCC3NC(=O)c2cnccn2)cc1 (stereo unspecified) | 13 | -10
COc1ccc(OC)c(NC(=O)CSc2nc3c(c(=O)n(C)c(=O)n3C)n2C)c1 | 9 | -11
CC1CN(C(=O)c2ccc(CNS(=O)(=O)c3cccc(C(F)(F)F)c3)cc2)CC(C)O1 (stereo unspecified) | 5 | -10
(listing goes on)
SMILES | OX1R antag-1 | OX1R antag-2
O=C(N/C(=C\c1cccnc1)C(=O)N1CCC(O)CC1)c1ccccc1 | 9 | 5
CC(=O)N1CCc2cc(S(=O)(=O)NC(C)c3ccccc3)ccc21 (stereo unspecified) | 21 | -8
O=S(=O)(c1cccs1)N1CCC2(CC1)OCCN2S(=O)(=O)c1ccccc1 | 33 | -26
COC(CNC(=O)c1cccnc1)OC | 6 | -4
COc1ccc(C(N)CCc2ccc(C)o2)cc1 (stereo unspecified) | 12 | -2
Cc1ccc2sc(N(CCN(C)C)C(=O)c3ccc(S(=O)(=O)N4CC(C)OC(C)C4)cc3)nc2c1C (stereo unspecified) | 19 | -8
CCOC(=O)c1ccc(COC(=O)CNS(=O)(=O)c2ccccc2)cc1 | 36 | -21
O=C1C2N=NN(CC(=O)N3N=C(c4ccccc4)CC3c3ccc([N+](=O)[O-])cc3)C2C(=O)N1c1ccccc1 (stereo unspecified) | 11 | 0
O=C(NC(=Nc1nc2ccccc2o1)NC(=O)c1ccccc1)c1ccccc1 | 12 | -15
O=C(CSc1nc(-c2ccccc2)cs1)Nc1cccc([N+](=O)[O-])c1 | 44 | 7
CCOC(=O)C(C)n1cnc2c(nnn2-c2ccc(C)cc2)c1=O (stereo unspecified) | 19 | -10
CCN(CC)CCNC(=O)c1cccc(NC(=O)C(=O)c2ccccc2NC(C)=O)c1 | 8 | -15
CCOc1cc(N2CCOCC2)c(OCC)cc1NC(=O)Cn1nc(C)c([N+](=O)[O-])c1C | 12 | -16
O=S(=O)(NN1CCOCC1)c1ccc(Cl)s1 | 5 | 0
O=c1nc(-c2ccccc2)c2cc(Br)ccc2[nH]1 | 14 | 2
NC(=O)c1c(NC(=O)CSc2nnc(Cc3ccccc3)n2Cc2ccco2)sc2c1CCC2 | 16 | -9
COc1ccc(S(=O)(=O)N2CCOC23CCN(C(=O)c2c(F)cccc2Cl)CC3)cc1 | 10 | -4
CCc1ccc(NC(=O)c2sccc2-n2cccc2)cc1 | 18 | -31
O=S(=O)(c1cccs1)N1CN(Cc2cccs2)c2nc3ccccc3nc21 | 26 | -3
Cc1ccc(N=C(NO)c2nonc2N)c(C)c1 | 6 | 12
Cc1ccc(NS(=O)(=O)c2cccc(C(=O)OCC(=O)NCc3ccco3)c2)cc1 | 4 | 1
Cc1ccc(C(=O)N2CCN(Cc3ccc4c(c3)OCO4)CC2)c(Cl)c1 | 4 | -23
C=CCOC(=O)C1=C(C)OC(N)=C(C#N)C1c1c(C)nn(-c2ccccc2)c1Cl (stereo unspecified) | 36 | 2
CCCC/C(O)=C/c1nc2ccccc2[nH]c1=O | 14 | -17
COc1ccc(CNC(=O)c2ccccc2[N+](=O)[O-])cc1 | 14 | 4
The listing continues.
SMILES | OX1R antag-1 | OX1R antag-2
CCOC(=O)c1c(C)n(C)c2ccc(OC)c(NC(=O)CCN3CCSCC3)c12 | 13 | -23
Cn1cc(S(=O)(=O)NCCc2ccccc2)c(=O)n(C)c1=O | 12 | -17
CCC(C)Sc1ccc([C@@H]2[C@H]3C(=O)N(CC)C(=O)[C@H]3[C@]3(C(=O)OC)CCCCN23)cc1 (stereo partly specified) | 12 | -31
COc1ccc(OC)c(S(=O)(=O)NCC(c2cccs2)N2CCc3ccccc3C2)c1 (stereo unspecified) | 29 | -17
CC(C)c1cc(C(=O)NC2CCCc3c2cnn3-c2ccccc2F)no1 (stereo unspecified) | 6 | -11
O=C(Nc1ccn(Cc2c(F)c(F)cc(F)c2F)n1)c1ccc(COc2ccccc2Cl)cc1 | 25 | -4
COc1ccc(C(=O)Nc2ccccc2C(=O)NC(C)C)cc1OC | 28 | -12
O=C(/C=C/c1ccc(Cl)c([N+](=O)[O-])c1)Nc1ccc(N2CCCC2)cc1 | 26 | -23
CCOc1ccccc1N(C)C(=O)c1cc2c(=O)n(CC)c3ccccc3c2s1 | 22 | -33
CC(NC(=O)c1cc2ccccc2o1)c1ccccc1 (stereo unspecified) | 20 | -4
COc1ccc(NC(=O)C2CCCN(S(=O)(=O)c3cccc4cccnc34)C2)cc1OC (stereo unspecified) | 22 | -27
CCCCN(C)CCNC(=O)c1cc2c(-c3ccccc3F)nn(C)c2s1 | 2 | -9
Cc1ccc(-n2nnnc2SCc2nc3sc(C)c(C)c3c(=O)[nH]2)cc1 | 17 | -21
Cc1cc(C)c(NC(=O)CSc2nc3ccc(NC(=O)CSc4nnnn4Cc4ccccc4)cc3s2)c(C)c1 | 10 | -21

Part of the list above, with values under each structure.
Sequence of screens – OX1R antag-1	OX1R antag-2
CCCCN(C)CCNC(=O)c1cc2c(-c3ccccc3F)nn(C)c2s1
→ 2	-9
Cc1nnsc1C(=O)N1CCCC(C(=O)c2ccc(C(F)(F)F)cc2)C1 (stereo unspecified)
→ 9	-11
